# Assay outcomes as filed in PubChem.
# Sm TGR block: qHTS Assay for the Inhibitors of Schistosoma Mansoni Peroxiredoxins. AID 485364, 2010. Potency, µM (highest dose often 114 µM), without a hit: top-dose activity change, negative = inhibition, hits mostly inhibitors. 360,000 tested, 3% active. purified TGR, DTNB reduction, TNB absorbance 405 nm; note: potency is the fitted concentration of half-maximal effect; nearly all actives have a fitted effect of over 60% in size
#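 Kinetic colorimetric format: TGR-catalysed, NADPH-driven DTNB reduction monitored via TNB absorbance. Enzyme dispensed at 20 nM; compound exposure 15 min at room temperature before reaction start.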
# AMA1-RON2 inh: qHTS for Inhibitors of AMA1-RON; Towards Development of Antimalarial Drug Lead: Primary Screen. Plasmodium falciparum AMA1 (3D7) - RON2 peptide interaction. AlphaScreen AMA1-biotinylated RON2 peptide binding. Potency, µM (highest dose often 58.2 µM), without a hit: at the highest dose activity change, negative = inhibition, most hits filed as inhibitors. 360,000 tested, 0.2% active. AID 720542, 2013;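 note: potency is the fitted concentration of half-maximal effect; 0% = vehicle wells and -100% = peptide control; nearly all actives have a fitted effect of over 45% in size; some results filed as inactive show a strong effect at the top dose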
#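 AMA1 (3D7) with his tag at 25 nM final met compounds first, then biotinylated RON2 peptide at 25 nM; detection used donor plus acceptor beads, 10 µg/mL apiece, read by AlphaScreen after 30 min at room temperature.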
# Giardia FBPA inh: qHTS Assay for Inhibitors of Fructose-1,6-bisphosphate Aldolase from Giardia Lamblia. AID 2451, 2010. 290,000 tested, 0.71% active. purified Giardia FBPA. A8B2U2. Potency, µM (highest dose often 59.6 µM), for inactives: top-dose activity, negative = inhibition, most hits filed as inhibitors; note: potency is the fitted concentration of half-maximal effect; nearly all actives have a fitted effect of over 55% in size
# Target sequence (A8B2U2 whole entry, looked up): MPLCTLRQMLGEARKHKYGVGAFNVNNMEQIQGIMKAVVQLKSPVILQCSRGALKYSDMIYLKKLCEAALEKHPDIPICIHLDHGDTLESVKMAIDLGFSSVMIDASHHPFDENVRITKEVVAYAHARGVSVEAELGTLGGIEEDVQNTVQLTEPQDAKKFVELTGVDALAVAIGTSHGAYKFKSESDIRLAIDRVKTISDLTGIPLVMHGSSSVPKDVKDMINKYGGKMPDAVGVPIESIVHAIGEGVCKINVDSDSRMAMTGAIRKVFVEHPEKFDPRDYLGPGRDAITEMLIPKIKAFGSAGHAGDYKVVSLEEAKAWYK
#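 40 nM FBPA preincubated 10 min at RT with compound (up to 57.5 uM final), then substrate plus GAPDH/TPI/NAD/arsenate coupling and diaphorase/resazurin added. Fluorescence read after 20 min at RT, 525/598 nm.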
# AmpC no deterg: qHTS Inhibitors of AmpC Beta-Lactamase (assay without detergent). AID 485341, 2010. AmpC nitrocefin hydrolysis, absorbance 480 nm, 0.0001% Triton. Potency, µM (series often up to 57.1 µM), without a hit: top-dose activity change, negative = inhibition, usual class: inhibitors. P00811. 330,000 tested, 0.52% active;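 note: potency is the fitted concentration of half-maximal effect; plate controls were no compound for no effect and no enzyme for full effect; nearly all actives have a fitted effect of over 20% in size; some results filed as inactive show a strong effect at the top dose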
# Target sequence (P00811 whole entry, looked up): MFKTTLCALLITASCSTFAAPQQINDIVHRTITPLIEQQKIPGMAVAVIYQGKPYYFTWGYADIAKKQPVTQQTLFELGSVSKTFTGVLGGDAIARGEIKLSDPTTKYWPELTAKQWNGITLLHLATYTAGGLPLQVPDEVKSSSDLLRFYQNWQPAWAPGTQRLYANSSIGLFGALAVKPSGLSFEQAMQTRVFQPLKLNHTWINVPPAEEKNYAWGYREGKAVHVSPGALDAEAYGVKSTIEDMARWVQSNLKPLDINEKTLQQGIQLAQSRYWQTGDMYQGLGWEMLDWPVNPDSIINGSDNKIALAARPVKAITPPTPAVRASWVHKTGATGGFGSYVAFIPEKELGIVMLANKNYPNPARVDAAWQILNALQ
#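 20 mM phosphate pH 7.0 + 0.01% (detergent screen) or 0.0001% Triton X-100; 5.3 nM AmpC reagent; cpd preinc 15 min RT; nitrocefin (800 uM stock) to start; A480 q20 s × 4 min; Activity was normalised to no-enzyme and no-compound control wells.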
# AmpC inh detg: qHTS Inhibitors of AmpC Beta-Lactamase (assay with detergent) | AmpC hydrolysis of nitrocefin, absorbance 480 nm, 0.01% Triton | 370,000 tested, 0.041% active | Potency, µM (series often up to 114 µM), without a hit: top-dose activity change, negative = inhibition, most hits filed as inhibitors | AID 485294, 2010;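 note: potency is the fitted concentration of half-maximal effect; 0% = no-compound wells and -100% = no-enzyme wells; nearly all actives have a fitted effect of over 25% in size; some results filed as inactive show a strong effect at the top dose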
#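 20 mM phosphate pH 7.0 + 0.01% (detergent screen) or 0.0001% Triton X-100; 5.3 nM AmpC reagent; cpd preinc 15 min RT; nitrocefin (800 uM stock) to start; A480 q20 s × 4 min; Activity was normalised to no-enzyme and no-compound control wells.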
# HCMV inh: qHTS Assay for inhibitors of the human cytomegalovirus (HCMV) | HFF cells, HCMV-luciferase reporter, 72 h; stronger effect = lower value | activity change, negative = inhibition, % at 57.5 µM | 410,000 tested, 4.5% active | AID 1259415, 2018; in the data active = activity change below about -60%; inconclusive = no clear call, values can overlap the other calls; inactive = above about -39%
#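 Steps: HFFs plated, 16 h 37C; compounds added; HCMV-luciferase added to MOI 1 PFU/cell; 72 h 37C; OneGlo reagent, 5 min room temperature; luminescence read, normalized to controls.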
# * hit, by the source's call; ? = inconclusive; nt = no result given; [ ] = another dose, or the depositor's remark. Unless noted, calls come from the whole dose curve; as a rule, active = well fitted curve in the direction sought with a large enough effect; inconclusive = small, poorly fitted or top-dose-only effect, or another doubt; inactive = no such curve, though single readings can be large; an effect the other way counts as inactive or inconclusive. Unless noted, % is set by controls: 0 for no effect and ±100 for the full control effect. The order is random. About 7.8% of those tested had a hit in this group.
[1] CN1CCc2c1nc1ccccc1c2N=C1CCCN1Cc1ccccc1
[2] CCOc1ccc(NC(=O)c2cc(Cl)nc3ccccc23)cc1
[3] Cc1ccc(C(=O)COC(=O)CN2C(=O)C3C4C=CC(C4)C3C2=O)cc1[N+](=O)[O-] (stereo not drawn)
[4] CCN(CC(=O)NCc1cccs1)C(=O)CCC(=O)c1ccc(C)cc1
[5] Cc1ccc(C(=O)CCC(=O)OCC(=O)Nc2nnc(-c3ccccc3)o2)cc1
[6] CN(C)c1ccc(/C=N/NC(=O)c2ccc(Cl)cc2)cc1
[7] Cc1onc(-c2c(F)cccc2Cl)c1C(=O)NC1CCSC1=O (stereo not drawn)
[8] COc1cc(OC)cc(C(=O)N[C@H](C(=O)NCc2cccs2)C(C)C)c1
[9] O=C(NCCc1ccccc1)c1ccc(S(=O)(=O)N2CCCC2)cc1
[10] O=C(O)C1C(C(=O)O)C2(Cl)C(Cl)=C(Cl)C1(Cl)C2(Cl)Cl (stereo not drawn)

assay / compound	1	2	3	4	5	6	7	8	9	10
Sm TGR block	-1%	-1%	-3%	-7%	1%	-1%	-1%	nt	-12%	?
AMA1-RON2 inh	-2%	17%	8%	12%	77%[activator]	21%	19%	0%	32%[activator][11.6 µM]	-8%
Giardia FBPA inh	-15%	0%	-3%	nt	nt	7%	0%	0%	nt	nt
AmpC no deterg	42%	-2%	14%	-19%	-27%	-23%	1%	-4%	-23%	-16%
AmpC inh detg	-4%	2%	5%	?	-16%	-7%	-9%	3%	?	1%
HCMV inh	-61*	-8	nt	-1	-18	?	42	40	32	15

[11] COc1ccc(OC)c(S(=O)(=O)N(C)CC(=O)Nc2ccccc2OC)c1
[12] COc1cc(N2CCOCC2)ccc1/C=C1\C(=O)NC(=O)N(Cc2cccs2)C1=O
[13] Cc1nc2c3ccccc3nc(NNC(=O)CCC(=O)NCCN3CCN(c4ccccc4F)CC3)n2n1
[14] COc1ccc(NCc2n[nH]c(=O)c3ccccc23)cc1
[15] CCCCC(=O)N1CC(=O)Nc2ccc(F)cc2C1c1ccccc1 (stereo not drawn)
[16] CCc1cccc(NC(=O)CCCSc2nc3ccccc3[nH]2)c1
[17] CCN(CC)C(=O)c1nc[nH]c1C(=O)N(C)Cc1ccccc1
[18] CCOc1ccc(NC(=O)CCN2CCN(S(=O)(=O)c3cc(Cl)ccc3OC)CC2)cc1
[19] O=c1cc(CN2CCN(S(=O)(=O)c3ccc(Cl)cc3)CC2)nc2sc(-c3ccccc3F)nn12
[20] CCCn1c2ccccc2c2cnn(CC(=O)N3CCN(c4ccccc4)CC3)c(=O)c21

assay / compound	11	12	13	14	15	16	17	18	19	20
Sm TGR block	-8%	?	-2%	-29%	-4%	0%	?	-1%	-3%	-2%
AMA1-RON2 inh	-1%	4%	87%[activator]	-7%	0%	13%	-4%	5%	nt	nt
Giardia FBPA inh	-5%	-3%	nt	?	-7%	-9%	nt	0%	nt	nt
AmpC no deterg	nt	-27%	-1%	-14%	30%	-50%	-7%	166%[activator]	nt	nt
AmpC inh detg	-7%	3%	-6%	1%	-5%	1%	2%	2%	2%	-7%
HCMV inh	-33	?	nt	-8	26	-25	6	-14	1	-18

[21] CCCCNS(=O)(=O)CCNCc1ccc(OC)cc1
[22] COc1ccc(NC(=O)Cn2c(=O)n(CC(=O)NCc3ccco3)c(=O)c3ccccc32)cc1
[23] CCCc1nc2scc(-c3ccccc3)c2c(=O)n1N
[24] CCN1C(=O)OC2(CCCCC2)C1(C)O (stereo not drawn)
[25] CCOc1ccc2cc(S(=O)(=O)N3CCN(C)CC3)ccc2c1
[26] CCCCc1ccc(NC(=O)CN(C)CC(=O)Nc2ccccc2Cl)cc1
[27] CCOC(=O)c1ccc(NC(=O)CN2C(=O)CSC(C)C2=O)cc1 (stereo not drawn)
[28] CC1COC2N=C(N[N+](=O)[O-])NC2O1 (stereo not drawn)
[29] O=C(c1cc(COc2cccc(C(F)(F)F)c2)on1)N1CCC(c2ccccc2)CC1
[30] O=C(CCC(=O)N1CCOCC1)Nc1ccc(Cl)c(Cl)c1

assay / compound	21	22	23	24	25	26	27	28	29	30
Sm TGR block	nt	5%	-18%	-12%	-1%	-11%	-4%	18%	?	-3%
AMA1-RON2 inh	17%	4%	-5%	nt	-14%	43%[activator]	6%	-6%	22%	-18%
Giardia FBPA inh	nt	8%	3%	4%	-1%	-7%	7%	7%	nt	2%
AmpC no deterg	2%	-13%	-8%	-10%	59%	140%[activator]	-17%	-9%	7%	-6%
AmpC inh detg	nt	-2%	-6%	0%	-2%	-7%	0%	6%	11%	2%
HCMV inh	-16	28	-21	nt	35	10	-30	11	-40	-23

# Compound profiles, from the list above.
# Results for CCCCc1ccc(NC(=O)CN(C)CC(=O)Nc2ccccc2Cl)cc1 → Sm TGR block: -11%; AMA1-RON2 inh: 43%[activator]; Giardia FBPA inh: -7%; AmpC no deterg: 140%[activator]; AmpC inh detg: -7%; HCMV inh: 10
# Results for CCCCNS(=O)(=O)CCNCc1ccc(OC)cc1 → Sm TGR block: nt; AMA1-RON2 inh: 17%; Giardia FBPA inh: nt; AmpC no deterg: 2%; AmpC inh detg: nt; HCMV inh: -16

# Going on with the list.
[31] Cc1nc2c(nnn2Cc2ccccc2Cl)c(=O)[nH]1
[32] CCCCCCCNC(=O)C1(CC2CC(c3ccccc3)=NO2)CCN(C(=O)c2ccccc2)CC1 (stereo not drawn)
[33] CCCc1nnc(NC(=O)Cc2coc3ccc(C(C)C)cc23)s1
[34] O=C(C[n+]1cccc(O)c1)NCc1ccc(Cl)cc1
[35] CC(C)Cc1cc(C(=O)Nc2cccnc2)no1
[36] Cc1cccc(C)c1NC(=O)COC(=O)CCC(=O)c1cccs1
[37] CCN(CC)S(=O)(=O)c1ccc(C)c(NC(=O)/C=C/c2cccs2)c1
[38] Cc1ccnn1-c1ccc(C(=O)NCC(c2ccco2)N2CCCC2)cc1 (stereo not drawn)
[39] CCOC(=O)c1ccc(NC(=O)CN2C(=O)CNC2=O)cc1
[40] Cc1cccc(CSc2nnc(-c3ccccn3)n2N)c1

assay / compound	31	32	33	34	35	36	37	38	39	40
Sm TGR block	3%	-18%	-4%	0%	-1%	-5%	-1%	-4%	-16%	0%
AMA1-RON2 inh	1%	1%	nt	17%	-10%	3%	3%	0%	13%	-26%
Giardia FBPA inh	8%	nt	nt	5%	0%	4%	-2%	nt	-1%	17%
AmpC no deterg	-24%	42%	nt	128%[activator]	-5%	-15%	-24%	-8%	-9%	-6%
AmpC inh detg	-10%	-9%	-6%	-4%	?	-6%	?	?	-4%	-11%
HCMV inh	21	-2	20	9	92	25	-33	-15	nt	6

[41] COc1c(Cl)cnn(-c2ccccc2)c1=O
[42] O=C1NC2(CCCC2)Oc2ccccc21
[43] CC(C)S(=O)(=O)c1cnc(-c2ccccn2)nc1N
[44] N#CCSc1nnc(CNc2ccc(F)cc2)o1
[45] Cc1cccc(OCCCC(=O)Nc2ccc(S(=O)(=O)Nc3ncccn3)cc2)c1C
[46] Cc1nn(-c2ccccc2)c2[nH]c(=O)c(CNCc3ccc4c(c3)OCO4)cc12
[47] O=C(/C=C\c1ccc2c(c1)OCO2)CC1(O)C(=O)Nc2ccccc21 (stereo not drawn)
[48] CCN(C(=S)Nc1ccc(Oc2ccccc2)cc1)c1ccccc1
[49] O=C(COC(=O)COc1ccccc1)Nc1ncc(Cl)cc1Cl
[50] CCOc1cccc2c1OC1(C)CC2NC(=O)N1c1cccc(C(=O)NCc2ccccn2)c1 (stereo not drawn)

assay / compound	41	42	43	44	45	46	47	48	49	50
Sm TGR block	-8%	0%	7%	-2%	14%	?	-28%	7%	nt	3%
AMA1-RON2 inh	-17%	7%	76%[activator]	10%	-15%	80%[activator]	10%	30%[activator]	-2%	58%[activator]
Giardia FBPA inh	0%	-1%	?	0%	nt	-6%	4%	6%	nt	nt
AmpC no deterg	-15%	-9%	-12%	-20%	?	4%	-17%	-19%	-12%	0%
AmpC inh detg	-12%	-6%	10%	?	-7%	-11%	1%	-1%	nt	-1%
HCMV inh	-29	-24	?	-24	31	-9	71	10	27	-21

[51] Cc1cc(C)c(S(=O)(=O)Nc2c(C)[nH]c(=O)[nH]c2=O)c(C)c1
[52] CCCN1C2CCCC1CC(NC(=O)c1ccc(Br)cc1)C2 (stereo not drawn)
[53] CCC(=O)c1ccc2ncccc2c1
[54] CN1CCN(C(=O)CN(C2CCCCC2)S(=O)(=O)c2ccc(Br)cc2)CC1
[55] Cn1c(SCC(N)=O)nnc1-c1cnccn1
[56] O=C(O)c1ccc(CSc2nnc(-c3ccccc3)n2-c2ccccc2)cc1
[57] [O-]/[N+](=C\c1ccccc1)c1ccc(Br)cc1
[58] CC(C)c1nnc(NC(=O)Cc2ccccc2[N+](=O)[O-])s1
[59] N#CC1(NC(=O)CN2C(=O)NC(c3ccccc3)(c3ccccc3)C2=O)CCCC1
[60] COc1ccc(-c2ccnc(SCC(=O)N3CCN(c4ccccc4)CC3)n2)cc1

assay / compound	51	52	53	54	55	56	57	58	59	60
Sm TGR block	6%	-11%	-16%	-21%	nt	1%	-11%	9%	1%	-5%
AMA1-RON2 inh	4%	1%	3%	4%	-1%	1%	-10%	0%	-5%	-3%
Giardia FBPA inh	-6%	3%	2%	4%	-4%	27%	nt	0%	nt	5%
AmpC no deterg	-20%	-13%	-17%	118%[activator]	-3%	-25%	-8%	-22%	-19%	-20%
AmpC inh detg	5%	2%	-3%	?	-7%	-1%	-5%	-1%	2%	4%
HCMV inh	9	41	?	32	-36	-39	68	129	-8	86

[61] Cc1ccc(SCC(=O)NCCC2=CCCCC2)cc1
[62] CCn1c2ccccc2c2cc(NC(=O)c3cccc(OC)c3OC)ccc21
[63] COc1ccc(C(=O)NCc2ccccc2C)cc1S(=O)(=O)NC1CCCC1
[64] CC(C)Oc1cccc(C(=O)C2CCCN(C(=O)c3ccnn3C)C2)c1 (stereo not drawn)
[65] COc1cc(C(=O)OCC(=O)NC(N)=O)cc(CN2C(=O)c3ccccc3C2=O)c1OC

assay / compound	61	62	63	64	65
Sm TGR block	-12%	1%	nt	-15%	2%
AMA1-RON2 inh	-4%	-3%	-3%	-1%	-2%
Giardia FBPA inh	4%	-5%	nt	-3%	-10%
AmpC no deterg	3%	-25%	0%	64%[activator]	-13%
AmpC inh detg	-1%	?	nt	2%	-2%
HCMV inh	-25	-3	-29	-30	9
